TRPC4 PAM = allosteric potentiators of mouse TRPC4 channel. actives 0.42% (n = 310,000). AID 2227. HEK293 TRPC4beta/mu-opioid, DAMGO EC20, Fluo-4 Ca2+ flux; active compounds read high. B-score at 10 µM. Q9QUQ5;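 active = B-score of calcium response area above 5 SD of library B-scores, with initial fluorescence ratio within 5 SD of library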;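 note: B-score of integrated fluorescence ratio over time as area under calcium response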
TRPC6 activator = mouse TRPC6 channel activation; Q61143; HEK293-TRPC6 membrane potential dye fluorescence; active compounds read high; B-score at 10 µM; actives 0.13% (n = 310,000);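 active = B-score of the integrated fluorescence ratio above library mean plus 3 SD, and starting fluorescence ratio within library mean plus 5 SD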;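 note: higher score means more depolarization so channel activation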
TRPC4 agonist = activators of mouse TRPC4 channel | Q9QUQ5 | HEK293 TRPC4beta/mu-opioid, Fluo4 calcium fluorescence; active compounds read high | B-score at 10 µM | actives 0.49% (n = 310,000);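 active = B-score above 5 SD of library B-scores, and initial fluorescence ratio not above library mean plus 5 SD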;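 note: positive B-score marks a calcium rise read as TRPC4 activation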
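Technique: kinetic Fluo4 calcium fluorescence; Test system: TRPC4beta and mu-opioid receptor HEK293 stable cells; Measure: B-scored integrated calcium fluorescence ratio; Benchmarks: low control buffer alone, high control maximal DAMGO; Schedule: 45 min room-temperature Fluo4 loading, 110 s read.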
TMEM16A act = mouse TMEM16A channel activation, primary screen | Q8BHY3 | HEK293 TMEM16A/YFP-H148Q/I152L, iodide quench fluorescence; active compounds read low | B-score at 10 µM | actives 0.3% (n = 340,000) | AID 623877;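 active = fluorescence-ratio B-score plate-corrected deviation score at least 3 library SD below zero, with starting fluorescence score within 5 deviations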;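 note: channel opened by trigger with iodide after compound preincubation; score built on the fluorescence ratio of max minus min over baseline; more negative score means more quench and so TMEM16A activation or potentiation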
Target sequence (Q8BHY3 whole entry, looked up): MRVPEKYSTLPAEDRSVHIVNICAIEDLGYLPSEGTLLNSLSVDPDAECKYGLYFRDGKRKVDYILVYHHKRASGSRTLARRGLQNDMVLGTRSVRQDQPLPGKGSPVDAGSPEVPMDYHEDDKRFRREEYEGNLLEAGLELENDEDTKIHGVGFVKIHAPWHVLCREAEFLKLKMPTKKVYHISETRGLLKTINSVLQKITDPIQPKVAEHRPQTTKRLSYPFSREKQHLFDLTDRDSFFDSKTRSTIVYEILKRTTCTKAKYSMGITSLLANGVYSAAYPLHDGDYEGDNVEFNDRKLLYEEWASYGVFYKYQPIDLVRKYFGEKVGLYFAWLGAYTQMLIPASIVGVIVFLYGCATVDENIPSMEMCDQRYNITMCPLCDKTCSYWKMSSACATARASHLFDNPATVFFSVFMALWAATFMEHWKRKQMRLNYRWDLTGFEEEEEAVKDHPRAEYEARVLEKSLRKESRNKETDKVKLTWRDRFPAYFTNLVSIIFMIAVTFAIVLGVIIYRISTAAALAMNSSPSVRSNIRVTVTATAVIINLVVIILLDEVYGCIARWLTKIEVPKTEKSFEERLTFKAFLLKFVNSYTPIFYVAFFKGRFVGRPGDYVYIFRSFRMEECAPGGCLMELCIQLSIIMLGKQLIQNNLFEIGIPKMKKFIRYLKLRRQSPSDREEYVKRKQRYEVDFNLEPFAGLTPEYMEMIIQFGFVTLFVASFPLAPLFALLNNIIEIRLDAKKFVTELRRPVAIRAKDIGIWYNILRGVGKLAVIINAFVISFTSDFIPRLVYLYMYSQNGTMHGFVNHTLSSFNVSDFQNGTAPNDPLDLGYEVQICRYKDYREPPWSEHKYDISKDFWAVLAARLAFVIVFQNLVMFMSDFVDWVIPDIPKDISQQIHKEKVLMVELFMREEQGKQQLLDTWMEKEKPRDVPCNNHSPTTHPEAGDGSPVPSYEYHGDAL
TRPC4 inh = TRPC4 (mouse) channel inhibition | Q9QUQ5 | HEK293 TRPC4beta/mu-opioid, DAMGO-evoked Fluo4 calcium flux; active compounds read low | B-score at 10 µM | actives 0.39% (n = 300,000);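 active = B-score over 3 SD under the library average, no early fluorescence shift, positive overall ratio signal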
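Assay system: TRPC4beta/mu-opioid receptor HEK293 cell line; compound dosing: single concentration per test compound; detection: Fluo4 Ca2+ flux fluorescence; evaluation: per-well B score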
TRPC6 inhibitor = blocks the mouse TRPC6 cation channel; Q61143; HEK293-TRPC6, membrane potential dye, ACh-evoked depolarization; active compounds read low; B-score at 10 µM; actives 1.1% (n = 310,000); AID 2553;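 active = B-score under library mean minus 3 SD, initial fluorescence not abnormally high, positive integrated signal ratio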;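 note: B-score derived from integrated fluorescence ratio over the kinetic read; more negative B-score means stronger inhibition of depolarization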
MrgX1 antagonist = antagonists of human MrgX1 receptor; Q96LB2; MRGX1-HEK293 calcium flux, Fluo-4, BAM8-22 antagonism; active compounds read low; B-score at 10 µM; actives 1.3% (n = 310,000);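 active = calcium-response B-score plate-corrected more than 3 library SD below zero, starting fluorescence within 5 deviations, no agonist response on first addition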;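 note: peak minus trough fluorescence over baseline after final BAM8-22 challenge near maximal dose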
TMEM16A inh = mouse TMEM16A channel inhibition, primary screen. Q8BHY3. HEK293 TMEM16A/YFP iodide influx fluorescence, ionomycin. normalized B-score (activity score, 25-100; higher = stronger inhibition) at 10 µM. actives 1.2% (n = 310,000). AID 588511;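 active = ratio plate-corrected score three or more library SD toward inhibition, starting fluorescence score within five deviations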;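 note: score derived from kinetic fluorescence span divided by baseline fluorescence per well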
RGS4 inh = inhibitors of human RGS4; HEK293 M3R/RGS4 inducible, Fluo-4 calcium flux; active compounds read high; triggered by carbachol at its EC20; B-score at 10 µM; actives 0.45% (n = 310,000);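 active = B-score, a plate-corrected calcium signal, over three deviations above library mean, with baseline fluorescence within five deviations of library mean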;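 note: RGS4 expression induced by doxycycline in cells with stable M3 receptor; B-score is computed from the integrated fluorescence ratio over baseline after carbachol; higher B-score means a larger calcium signal and so more RGS4 inhibition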
MrgX1 agonist = human MrgX1 receptor agonism, primary screen | Q96LB2 | MrgX1-HEK293 cells, Fluo-4 calcium fluorescence, agonist mode; active compounds read high | B-score at 10 µM | actives 0.44% (n = 310,000);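 active = calcium response B-score plate-corrected fluorescence ratio at least 3 library SD, with starting fluorescence B-score inside 5 SD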
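Test system: HEK293 cells stably expressing human MrgX1 receptor; amount: 15,000 cells per well; doses: compound delivered in addition one of three; times: overnight plating before 1 h dye loading; detection: Fluo-4 NW calcium-flux fluorescence, kinetic read; read-out basis: B-scored fluorescence response ratio; controls: positive and negative controls per plate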
MrgX1 allo act = allosterically activates human MrgX1 receptor signaling | Q96LB2 | MrgX1-HEK293, Fluo-4 calcium flux, FDSS; active compounds read high | B-score at 10 µM | actives 0.63% (n = 310,000) | AID 588675;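 active = plate-corrected calcium response at least 3 library SD above typical, normal starting fluorescence, not activating the receptor alone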;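 note: compound read alongside a low EC10 to EC30 dose of BAM8-22 agonist; peak minus trough fluorescence over baseline measured at the second addition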
Numbers without * were called inactive; i = inactive; nt = no result given.

SMILES	TRPC4 PAM	TRPC6 activator	TRPC4 agonist	TMEM16A act	TRPC4 inh	TRPC6 inhibitor	MrgX1 antagonist	TMEM16A inh	RGS4 inh	MrgX1 agonist	MrgX1 allo act
O=C(c1ccc(Br)cc1)N1CCCC(c2nc(-c3cccs3)no2)C1 (stereo not given)	i	i	i	i	i	i	i	i	i	i	i
Fc1ccc(Cn2cc(C(=S)N3CCOCC3)c3ccccc32)cc1	i	i	i	i	i	i	i	i	i	i	i
CCn1c(SCC(=O)NCc2ccco2)nc2cccnc21	i	i	i	i	i	i	i	i	i	i	i
COCCNC(=O)Cc1ccc(Br)cc1	i	i	i	i	i	i	i	i	i	i	i
Cc1nc(-c2coc3cc(OCC(=O)O)ccc3c2=O)cs1	i	i	i	i	i	i	i	i	i	i	i
CCOc1ccccc1-n1c(SCC(=O)N(CC)CC)nnc1-c1ccccn1	i	i	i	i	i	i	i	i	i	i	i
Cc1ccc(S(=O)(=O)NN2C(=O)c3ccccc3NC2c2ccccc2)cc1 (stereo not given)	i	i	i	i	i	i	i	i	i	i	i
O=C(c1ccc(-c2nnc(Nc3cccc(Cl)c3)c3ccccc23)cc1)N1C[C@H]2C[C@H](C1)c1cccc(=O)n1C2	nt	nt	nt	i	nt	nt	i	i	nt	i	i
O=C(COC(=O)c1ccccc1[N+](=O)[O-])Nc1cccnc1Cl	i	i	i	i	i	i	i	i	i	i	i
O=C(N/N=C/c1cccnc1)c1ccc(CN2c3cccc4cccc(c34)S2(=O)=O)cc1	i	i	i	i	i	i	i	i	i	i	i
CC1CC(=O)N(Cc2ccccc2)c2ccccc2N1C=O (stereo not given)	i	i	i	i	i	i	i	i	i	i	i
C/[N+]([O-])=C\c1ccc([N+](=O)[O-])o1	i	i	i	i	i	i	i	i	i	i	i
COCCCN1C(=O)CC(C(=O)OC)=C1C	i	i	i	i	i	i	i	i	i	i	i
Cc1[nH]c2ccccc2c1SCC(=O)N1CCCCCC1	i	i	i	i	i	i	i	i	i	i	i
Cc1cc(C)c(S(=O)(=O)N2CCN(C)CC2)c(C)c1	21*	i	i	i	i	i	i	i	i	i	i
O=C(CSc1ccc(-c2ccccn2)nn1)c1ccccc1	i	i	i	i	i	i	i	i	i	i	i
Cc1cc([N+](=O)[O-])nn1Cc1ccc(C(=O)N/N=C/c2ccc(N(C)C)cc2)cc1	i	i	i	i	i	i	i	i	i	i	i
Fc1c(CSC(=S)N2CCOCC2)cccc1CSC(=S)N1CCOCC1	i	i	i	i	i	i	i	i	i	i	i
COc1ccc(C(=O)OCCN=C2NS(=O)(=O)c3ccccc32)cc1OC	i	i	i	i	i	i	i	i	i	i	i
O=S(=O)(c1ccc(Oc2ccccc2)cc1)N1CCOCC1	i	i	i	i	i	i	i	i	i	i	i
CC[C@H](C)[C@@H](CN[C@H](CCCCNC)CNC)NCC1CCCC1	i	i	i	i	i	i	i	i	i	i	i
O=C(CCN1C(=O)c2ccccc2C1=O)N1CCC(c2ccccc2)C1 (stereo not given)	i	i	i	i	i	i	i	i	i	i	i
C/C(=N/N1CCN(Cc2cccc3ccccc23)CC1)c1cccnc1	i	i	i	i	i	i	i	i	i	i	i
Cc1ccc(/C=N/NC(=O)C[n+]2ccccc2)s1	i	i	i	i	i	i	i	i	i	i	i
Clc1cccc(CN2CCc3c([nH]c4ccccc34)C2)c1	i	i	i	i	i	i	i	i	i	i	i
O=C(CC(Nc1ccccc1Cl)C(=O)OCC(=O)c1cccs1)c1ccccc1 (stereo not given)	i	i	i	i	i	i	i	i	i	i	i
NS(=O)(=O)c1ccc(NC(=S)N2CCN(S(=O)(=O)c3ccc(F)cc3)CC2)cc1	i	i	i	nt	i	i	i	i	i	i	i
CCO[C@@H]1OC(C(=O)Nc2ccccc2)=C[C@H](c2coc3ccccc3c2=O)[C@H]1CCCO	i	i	i	i	i	i	i	i	i	i	i
CC(=O)N1CCc2c(sc(NC(=O)c3ccc(S(=O)(=O)N(C)C)cc3)c2C#N)C1	i	i	i	i	i	i	i	i	i	i	i
O=C(C1=C(O)C(=O)N(c2ncccn2)C1c1cccs1)c1ccco1 (stereo not given)	i	i	i	i	i	i	i	i	i	i	i
CC(C)CC(C(=O)NCc1ccccn1)N1C(=O)c2ccccc2C1=O (stereo not given)	i	i	i	i	i	i	i	i	i	i	i
CCOC(=O)C(CC)Sc1ccc2nnc(-c3cccnc3)n2n1 (stereo not given)	i	i	i	i	i	i	i	i	i	i	i
COc1ccc(C2CC(c3ccccc3)=NN2C(=O)COC(=O)c2cnc(Cl)c(Cl)c2)cc1 (stereo not given)	i	i	i	i	i	i	i	i	i	i	i
COc1ccc(S(=O)(=O)N2CCC(N3CCN(Cc4ccccc4)CC3)CC2)cc1	i	i	i	i	i	-5.3*	i	i	i	i	i
Cc1cc(SC#N)cc(C)c1NC(=O)CCl	i	i	i	i	i	i	i	i	i	i	i
Cn1c(SCc2nnc(-c3ccccc3)o2)nc2ccccc21	i	i	i	i	i	i	i	i	i	i	i
COC(=O)CCc1c(C)c(C(=O)c2ccco2)c2ccccn12	i	i	i	i	i	i	i	i	i	i	i
CC(OC(=O)CC1CCCCC1)C(=O)Nc1ccc(F)cc1 (stereo not given)	i	i	i	i	i	i	i	i	i	i	i
CC[n+]1c(/C=C2/C=C(C)CC(C)(C)C2)sc2ccc(OC)cc21	i	i	i	i	i	i	i	25*	i	i	i
O=c1c(-c2ccc(O)cc2)coc2cc(O)cc(O)c12	i	i	i	i	i	i	i	i	i	i	i
CCn1cc(C(=O)N2CCCC2)c(=O)c2cc(S(=O)(=O)N(C)C)ccc21	i	i	i	i	i	i	i	i	i	i	i
CC1CCCCN1C(=O)CSc1nnc(Cc2ccccc2)n1C (stereo not given)	i	i	i	i	i	i	i	i	i	i	i
COc1cccc(NC(=O)CSc2nc3c(c(=O)n2C)SC(C)C3)c1 (stereo not given)	i	i	i	i	i	i	i	i	i	i	i
O=C(CCN1CCOCC1)NC12CC3CC(CC(C3)C1)C2	i	i	i	i	i	i	i	i	i	i	i
Cc1ccc2[nH]c(=O)c(COC(=O)C3CCCO3)cc2c1 (stereo not given)	i	i	i	i	i	i	i	i	i	i	i
CCN(CC)S(=O)(=O)c1ccc(NC(=O)CN(c2ccc(OC)cc2OC)S(C)(=O)=O)cc1	i	i	i	i	i	i	i	i	i	i	i
CN(Cc1ccccc1)S(=O)(=O)c1ccc(NC(=S)NC(=O)C2CCCC2)cc1	i	i	i	i	i	i	i	i	i	i	i
CCC(C(=O)O)n1nnc(-c2ccc(-c3ccc(OC)cc3)cc2)n1 (stereo not given)	i	i	i	i	i	i	i	i	i	i	i
CCc1nnc2c(NCCc3ccccc3)nc3ccccc3n12	i	i	i	i	i	i	i	i	i	i	i
CCOc1ccc(-c2c(C(=O)N/N=C/c3ccc(OC(C)C)cc3)nnn2-c2nonc2N)cc1	i	i	i	i	i	i	i	i	i	i	i
COc1ccccc1NC(=O)/C(=C/c1cccc([N+](=O)[O-])c1)c1ccccc1	i	i	i	i	i	i	i	i	i	i	i
O=c1[nH]c(CSc2ncnc3sc(-c4ccccc4)cc23)nc2ccccc12	i	i	i	i	i	i	i	i	i	i	i
Cc1ccc(COc2ccc(CNCCCN3CCCCCC3=O)cc2)cc1	i	i	i	i	i	i	i	i	i	i	i
O=C(NCCCn1ccnc1)C(=O)NCC(c1cccnc1)N1CCN(c2ccccc2)CC1 (stereo not given)	i	i	i	i	i	i	i	i	i	i	i
Nc1nnc(C(c2ccccc2)c2ccccc2)s1	i	i	i	i	i	i	i	i	i	i	i
CCOc1cc(C)ccc1OCc1nnc(SCC(=O)c2cccc([N+](=O)[O-])c2)n1C	i	i	i	i	i	i	i	i	i	i	i
Cc1cc(C)cc(Nc2ccc(C(=O)O)cc2N)c1	i	i	i	i	i	i	i	i	i	i	i
COc1ccc(CCN2Cc3c(N)cccc3C2=O)cc1OC	i	i	i	i	i	i	i	i	i	i	i
CC(NCC(O)COc1ccccc1)C1COc2ccccc2O1 (stereo not given)	i	i	i	i	i	i	i	i	i	i	i
COc1ccc(/C=C/C(=O)c2ccoc2)cc1	i	i	i	i	i	i	i	i	i	i	i
Later entries:
SMILES	TRPC4 PAM	TRPC6 activator	TRPC4 agonist	TMEM16A act	TRPC4 inh	TRPC6 inhibitor	MrgX1 antagonist	TMEM16A inh	RGS4 inh	MrgX1 agonist	MrgX1 allo act
COc1ccccc1NS(=O)(=O)c1ccc(C)c(NC(=O)NC2CCCCC2)c1	i	i	i	i	i	i	i	i	i	i	i
CN(C)S(=O)(=O)c1ccc(N2CCCC2)c(C(=O)Nc2nc3ccccc3s2)c1	i	i	i	i	i	i	i	i	i	i	i
CCOc1ccc(N(CC)C(=O)CCNC(=O)Cn2ccc3ccccc3c2=O)cc1	i	i	i	i	i	i	i	i	i	i	i
CCc1nc(N(CC)CC)c2oc3ccccc3c2n1	i	i	i	i	i	i	i	i	i	i	i
Cc1cc2cc(CN(Cc3cccs3)C(=S)NCc3ccco3)c(=O)[nH]c2cc1C	i	i	i	i	i	i	i	i	i	i	i
NC(=O)c1ccsc1NC(=O)Cc1ccc([N+](=O)[O-])cc1	i	i	i	i	i	i	i	i	i	i	i
